Assay outcomes as filed in PubChem.
GALK inh – qHTS Assay for Inhibitors of Human Galactokinase (GALK). hit rate 0.007% among 270,000. Purified GALK, Kinase-Glo residual ATP luminescence. P51570. Potency, µM (doses to about 57.5 µM), for inactives: at the top dose activity change, negative = inhibition, hits mostly inhibitors; further: potency means the concentration at half of the fitted maximal effect
Target sequence (P51570 whole entry, looked up): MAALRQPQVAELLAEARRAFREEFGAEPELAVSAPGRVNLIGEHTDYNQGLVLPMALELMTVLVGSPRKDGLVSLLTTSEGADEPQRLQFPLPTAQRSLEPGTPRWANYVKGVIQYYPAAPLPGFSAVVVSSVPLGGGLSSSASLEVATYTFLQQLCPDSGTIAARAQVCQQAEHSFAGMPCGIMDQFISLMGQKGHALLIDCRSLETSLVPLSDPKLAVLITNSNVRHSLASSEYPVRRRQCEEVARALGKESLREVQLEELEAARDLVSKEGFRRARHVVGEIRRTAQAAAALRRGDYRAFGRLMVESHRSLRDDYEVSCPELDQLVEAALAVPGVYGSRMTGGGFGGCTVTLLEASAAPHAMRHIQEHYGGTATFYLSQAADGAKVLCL
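GALK at 5 nM final was combined with compound, 35 uM ATP and 100 uM galactose in HEPES pH8.0 with MgCl2 and DTT. The reaction ran one hour at room temperature before luminescent ATP detection.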
Chronic BCR inh – qHTS Assay to Find Inhibitors of Chronic Active B-Cell Receptor Signaling | ABC-DLBCL IkBa-CBG/CBR reporter, luminescence ratio, 4 h | Potency, µM (series often up to 46.1 µM), inactives show top-dose ratio change, negative = lower green/red ratio, most hits filed as inhibitors | hit rate 0.05% among 340,000; active means well fitted inhibition curve with a large enough effect in the signal ratio, with a control signal flat, not every such curve was filed as active; inconclusive means small, poorly fitted or top-dose-only effect, or effect the other way, or a change in a side signal; the % refers to the signal ratio;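 further: potency means the concentration at half of the fitted maximal effect; plate controls were basal doxycycline-induced cells for no effect and cells given 10 µM MG132 for full effect; MG132 reads +100%, hits lower the ratio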
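Concentration-response series (up to 46 uM) were applied to TMD8 dual-reporter cells for 4 h at 37C with doxycycline. Green/red ratio, after filter-overlap correction, defined %Activity; red signal alone was normalised to basal cells and zero luminescence.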
KCNH2 3.1 inh – qHTS for Inhibitors of KCHN2 3.1: Mutant qHTS; Potassium voltage-gated channel subfamily H member 2, brain isoform KCNH2 3.1 (human); U2OS KCNH2 3.1, thallium flux FluxOr; hits give low values; hit rate 0.95% among 340,000; AID 720553, 2013; activity change, % (tested at about 1.8 µM);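 active means maximum activity change below -70%; inconclusive means maximum activity change from -70% to -50%; inactive means maximum activity change above -50%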;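 further: thallium influx rate constant from kinetic fluorescence after stimulation buffer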
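U2OS cells transduced with KCNH2 3.1 mutant virus (1.77 x 10^8 /mL, 4 h), plated overnight at 37 C, loaded 45 min with FluxOr dye plus Red40 quencher. Thallium flux rate constant from kinetic reads after stimulation buffer, normalised to controls.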
Eya2 phos inh – qHTS Assay for Inhibitors of the Phosphatase Activity of Eya2; hit rate 0.006% among 330,000; Potency, µM (highest dose often 76.9 µM), without a hit: at the top dose activity, negative = inhibition, hits mostly inhibitors; Protein phosphatase EYA2 (Homo sapiens), O00167; recombinant Eya2, OMFP fluorescence dephosphorylation (OMFP is methylfluorescein phosphate); further: potency means the concentration at half of the fitted maximal effect
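Eya2 (0.2 uM) preincubated 10 min at ambient with compound, then OMFP substrate added at 50 uM; 10 min reaction in 50 mM HEPES pH 7.5, 50 mM NaCl, 5 uM MgCl2, 0.05% BSA, 1 mM DTT. Fluorescence read at Ex 485/Em 525 nm.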
B2AR arrestin – qHTS assay of beta-arrestin-biased ligands of beta2-adrenergic receptor; Potency, µM (highest dose often 46.1 µM), inactives show at the highest dose activation, actives largely listed as activators; beta-arrestin recruitment to beta2AR, cell-based reporter; AID 492947, 2010; hit rate 0.02% among 330,000;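 further: potency means the concentration at half of the fitted maximal effect; 0% = DMSO controls and full agonism = EC100 isoproterenol or metaproterenol; nearly all actives have a fitted effect of over 65% in size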
Target sequence (P07550 whole entry, looked up): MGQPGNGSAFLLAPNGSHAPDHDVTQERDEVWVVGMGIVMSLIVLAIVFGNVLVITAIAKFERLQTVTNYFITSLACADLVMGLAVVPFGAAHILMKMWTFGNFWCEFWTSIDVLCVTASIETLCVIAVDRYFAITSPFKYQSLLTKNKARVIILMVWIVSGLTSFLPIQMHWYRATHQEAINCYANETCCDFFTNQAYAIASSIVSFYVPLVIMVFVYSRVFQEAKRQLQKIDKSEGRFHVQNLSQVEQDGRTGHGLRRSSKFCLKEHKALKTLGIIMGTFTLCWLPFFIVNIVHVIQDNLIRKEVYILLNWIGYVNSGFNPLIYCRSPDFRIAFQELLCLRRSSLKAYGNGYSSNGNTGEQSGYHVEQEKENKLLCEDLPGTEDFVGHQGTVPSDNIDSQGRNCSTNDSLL
PKM2 act – qHTS Assay for Activators of Human Muscle isoform 2 Pyruvate Kinase. AID 1631, 2009. hit rate 0.34% among 260,000. Potency, µM (series often up to 57.5 µM), without a hit: top-dose activation, usual class: activators. purified PKM2, Kinase-Glo ATP luminescence, activation; response scale: 0% is enzyme alone, no compound; further: potency means the concentration at half of the fitted maximal effect; nearly all actives have a fitted effect of over 55% in size
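Purified hPK-M2 (>95%) run at intermediate activity with 0.1 mM ADP and 0.5 mM PEP in 50 mM imidazole pH 7.2, KCl, MgCl2; 1 h room temperature. ATP formed read by Kinase-Glo luminescence; normalized to uninhibited and no-enzyme controls.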
hERG WT inh – qHTS for Inhibitors of KCHN2 3.1: Wildtype qHTS; U2OS, BacMam KCNH2, thallium flux FluxOr; hits give low values; activity change, % at 1.84 µM; hit rate 0.37% among 340,000; AID 720551, 2013;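 active means maximum activity change below -70%; inconclusive means maximum activity change between -70% and -50%; inactive means maximum activity change above -50%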
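U2OS cells were transduced with wild-type KCNH2 virus (2.03 x 10^8 / mL) for 4 h at room temperature, then cultured overnight at 37 C. Thallium flux was read with FluxOr dye. Rate constants were normalized to DMSO controls.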
FBPA coupling cs – qHTS Assay for Inhibitors of Fructose-1,6-bisphosphate Aldolase from Giardia Lamblia: Coupling assay counterscreen; coupling enzyme system counterscreen, AmpLite Red fluorescence; activity change, negative = inhibition, % at 58.2 µM, hits read low; hit rate 0.67% among 290,000; AID 2472, 2010; in the data active means activity change below about -30%
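Coupling enzymes only (glyceraldehyde-3-phosphate) + compound, at 57.5 uM final, 10 min RT; add substrate/coupling/AmpLite Red mix, 20 min RT; fluorescence ex 525/em 598 nm. Actives flag coupling-system interference.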
uPA generation – qHTS for Inhibitors of Cell Surface uPA Generation. cell surface uPA generation assay, qHTS. Potency, µM (top dose mostly 38.3 µM), without a hit: top-dose activity change, negative = inhibition, actives largely listed as inhibitors. hit rate 0.31% among 330,000; active means well fitted inhibition curve with a large enough effect; inconclusive means small, poorly fitted or top-dose-only effect; inactive means no such curve, though single readings can be large or run the other way; tested in mouse RAW 264.7 cells; further: potency means the concentration at half of the fitted maximal effect; nearly all actives have a fitted effect of over 55% in size
USP2a block – qHTS Assay for Inhibitors of Ubiquitin-specific Protease USP2a Using CHOP2 as the Reporter; hit rate 0.01% among 330,000; AID 463254, 2010; Potency, µM (top dose mostly 38.3 µM), for inactives: at the highest dose activity change, negative = inhibition, actives largely listed as inhibitors; USP2 core, Ub-CHOP2 coupled fluorogenic reporter, 485/531; Ubiquitin carboxyl-terminal hydrolase 2 (Homo sapiens), O75604;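 further: potency means the concentration at half of the fitted maximal effect; plate controls were DMSO wells for no effect and full inhibition by NEM control for full effect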
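USP2 core (10nM final) preincubated 30min RT with compound in 20mM Tris-HCl pH 8.0, 2mM CaCl2, 2mM beta-mercaptoethanol, 0.05% CHAPS; 25nM Ub-CHOP2 plus 25nM reporter substrate added, fluorescence (Ex485/Em531) read after 60min.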
Giardia killer – Small Molecules that selectively kill Giardia lamblia: qHTS; Giardia lamblia trophozoite viability; activity change, % at 7.66 µM, hits read low; hit rate 0.15% among 340,000; in the data active means activity change below about -80%; inconclusive means between about -30% and that limit;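 further: parasites exposed to compound for two days anaerobically before the ATP read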
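Killing of trophozoites was scored by loss of ATP luminescence after a 48 hrs anaerobic exposure to compounds at 37 deg C, using 100 cells per well.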
The depositor's hits bear a star; u = inconclusive; x = not tested or not shown; [ ] = dose if it differs, or a comment. Unless noted, the call rests on the fitted dose curve; in most records, active means well fitted curve in the direction sought with a large enough effect; inconclusive means small, poorly fitted or top-dose-only effect, or another doubt; inactive means no such curve, though single readings can be large; an effect the other way counts as inactive or inconclusive. Unless noted, on the % scale 0 is the no-effect control and ±100 the full control effect.

SMILES	FBPA coupling cs	uPA generation	B2AR arrestin	Eya2 phos inh	Giardia killer	PKM2 act	hERG WT inh	GALK inh	KCNH2 3.1 inh	Chronic BCR inh	USP2a block
Cc1ccccc1NC(=O)c1ccc(C)c(S(=O)(=O)Nc2ccccn2)c1	-2.9	x	-0.1%	-15.1%	2.3	-4.4%	1.8	-1.6%	4.1	5.0%	2.4%
COc1ccc2[nH]c(=O)c(CN(Cc3nnnn3Cc3ccc(F)cc3)CC3CCCO3)cc2c1 (configuration not stated)	2.1	-4.5%	-0.2%	-6.6%	2.0	0.8%	-7.0	-0.7%	-19.6	-4.3%	-1.7%
C=C(C)c1cccc(C(C)(C)NC(=O)N2CCN(C/C=C/c3ccccc3)CC2)c1	1.0	1.6%	-0.3%	3.8%	1.5	24.3%	4.4	0.0%	-16.3	-5.0%	1.8%
COc1ccc(-c2c(C)[nH]n3c(=O)c(Cc4ccccc4)c(C)nc23)cc1	-2.0	-8.0%	-0.2%	-2.9%	1.8	-14.9%	-10.2	x	-6.1	4.0%	-4.7%
O=C1CN(C(=O)NCC(=O)N[C@H](C(=O)O)c2ccccc2)c2ccccc2N1	-4.3	9.2%	-0.2%	-4.8%	6.5	x	5.2	5.2%	0.3	3.0%	-1.8%
CCOc1ccc(-c2nnc(-c3ccncc3)o2)cc1	0.7	-1.3%	-0.3%	8.2%	-16.3	5.9%	3.3	-1.9%	4.5	5.4%	-0.4%
COC(=O)C1CCN(CC(=O)NC(=O)NC2CCCCC2)CC1	1.8	-6.4%	0.0%	-7.3%	9.6	-1.4%	-0.5	0.2%	-9.3	1.9%	-1.6%
CC(C)n1cc(CN2CCN(C)C(CCO)C2)c2ccccc21 (configuration not stated)	0.0	-22.1%	-0.1%	-7.2%	11.6	-2.8%	-0.9	-7.6%	-10.0	4.2%	-0.3%
CCCCOC(=O)CCCN1C(=O)/C(=C2\SC(=S)N(CCCC(=O)OCCCC)C2=O)SC1=S	-1.0	-7.7%	-0.2%	7.8%	-14.1	0.6%	-1.4	-1.1%	4.7	-13.2%	-5.7%
CCCSc1nnc(-c2ccccc2N)c(=O)[nH]1	3.9	6.0%	0.2%	-4.4%	-11.0	3.0%	3.6	0.3%	1.6	-14.7%	-0.9%
CC(C)(C)OC(=O)N1CCC(c2c(C(=O)O)cnn2-c2ccc(Cl)cc2)CC1	6.9	x	0.2%	-9.4%	-13.1	-1.8%	-16.4	-1.3%	-3.1	1.4%	1.1%
O=C(NCc1ccc(F)cc1)C(c1cccnc1)N(C(=O)c1csnn1)c1ccccc1 (configuration not stated)	1.8	-4.2%	0.1%	1.0%	11.4	0.0%	10.6	-0.6%	1.3	5.5%	2.0%

The closing 3 entries of the part above open the next one:
SMILES	FBPA coupling cs	uPA generation	B2AR arrestin	Eya2 phos inh	Giardia killer	PKM2 act	hERG WT inh	GALK inh	KCNH2 3.1 inh	Chronic BCR inh	USP2a block
CCCSc1nnc(-c2ccccc2N)c(=O)[nH]1	3.9	6.0%	0.2%	-4.4%	-11.0	3.0%	3.6	0.3%	1.6	-14.7%	-0.9%
CC(C)(C)OC(=O)N1CCC(c2c(C(=O)O)cnn2-c2ccc(Cl)cc2)CC1	6.9	x	0.2%	-9.4%	-13.1	-1.8%	-16.4	-1.3%	-3.1	1.4%	1.1%
O=C(NCc1ccc(F)cc1)C(c1cccnc1)N(C(=O)c1csnn1)c1ccccc1 (configuration not stated)	1.8	-4.2%	0.1%	1.0%	11.4	0.0%	10.6	-0.6%	1.3	5.5%	2.0%
CCCCCC(=O)Nc1cccc(C2=NOC3(C2)C[C@@H](C(N)=O)N(C(=O)c2cc([N+](=O)[O-])cc([N+](=O)[O-])c2C)C3)c1 (some centres not stated)	-7.3	6.2%	-1.1%	-2.9%	-0.1	8.7%	-4.7	-1.1%	4.7	-7.6%	5.8%
CCN(CC)c1ccc(C=Nc2cccc(S(=O)(=O)N3CCOCC3)c2)c(O)c1	x	-2.3%	-0.6%	1.6%	37.6[activator]	x	-4.0	x	-14.9	1.8%	2.0%
O=C(O)C1C2C=CC(C2)C1C(=O)NCCc1cccc(Cl)c1 (configuration not stated)	-0.6	-3.0%	-0.5%	2.8%	-0.6	-3.9%	-1.1	-0.3%	1.3	u	-0.1%
CC(=O)c1c(C)[nH]c(C(=O)OCC(=O)N2CC(C)OC(C)C2)c1C (configuration not stated)	x	-9.8%	-0.3%	-19.5%	-12.9	x	-7.9	x	11.1	u	-0.1%
Cc1ccc(C)c(N(CC(=O)NCc2ccco2)C(=O)CCC(=O)Nc2ccccn2)c1	0.8	-1.6%	0.3%	-2.1%	-4.2	-1.3%	5.3	0.8%	-6.5	u	-6.9%
CCc1ccccc1NC(=O)COC(=O)c1c(C)nsc1NC	x	-19.9%	0.1%	14.4%	12.9	x	-3.7	x	-5.2	-19.0%	0.7%
Oc1cc(Cl)cc(Cl)c1Cl	x	-16.5%	0.1%	-16.6%	1.3	x	6.7	x	11.7	16.1%	2.2%
Cc1ccc(NC(=O)CN2CCC(NC(=O)Cc3ccccc3)CC2)c(C)c1	-0.6	2.7%	-0.9%	-14.2%	0.8	0.1%	1.0	-0.4%	-22.8	3.3%	1.4%
Cc1ccc(-n2c(SCC(N)=O)nnc2-c2cccnc2)c(C)c1	3.3	-2.2%	-0.4%	-4.2%	-17.3	1.0%	-5.9	7.7%	9.9	-0.8%	1.8%
O=C(c1ccc(F)cc1)C1CCN(Cc2cn[nH]c2-c2ccc(F)cc2)CC1	3.6	-2.3%	-1.4%	2.7%	14.9	-3.5%	-22.3	1.2%	-79.7*	u	-2.9%
COc1cccc(-n2c(Cc3cc(=O)[nH]c(=O)[nH]3)nnc2SCC(=O)N2CCCCC2)c1	2.9	1.4%	-0.2%	3.5%	28.1	3.0%	0.1	1.0%	5.8	4.4%	-0.5%
COc1ccc(C[C@H]2CN3C(=NC[C@H]3C)N2CCNC(=O)CCC2CCCCC2)cc1	2.7	-40.0%	10.0%	7.5%	3.2	0.1%	-97.2*	1.7%	-108.6*	-24.0%	1.0%
O=c1ccc(Oc2nc(N3CCOCC3)nc(N3CCOCC3)n2)nn1-c1ccccc1	1.6	x	2.8%	-10.4%	0.4	-21.7%	4.8	0.6%	10.1	u	1.0%
O=S(=O)(c1ccccc1)c1nc(-c2ccco2)oc1NCc1cccnc1	-1.0	-9.0%	-0.2%	27.2%	-0.4	u	12.8	4.9%	2.9	-0.4%	-0.6%
CCCCc1nn(-c2cc(Cl)ccc2OC)c2c1C(=O)CCC2	1.9	2.8%	-1.0%	1.5%	-10.3	1.8%	2.6	0.8%	-13.7	u	-1.6%
COC(=O)c1ccc(NCCc2csc(-c3ccc(C)cc3)n2)c([N+](=O)[O-])c1	4.7	3.4%	-0.3%	5.1%	2.4	16.8%	2.9	1.3%	-9.7	7.1%	0.9%
Cc1ccccc1-n1c(C)n[nH]c1=S	-3.7	11.4%	0.0%	-14.3%	-5.4	-8.8%	16.2	x	8.1	-16.4%	2.5%
CC(C)C(NC(=O)Nc1ccccc1)C(=O)Nc1cccc(S(=O)(=O)N(C)C)c1 (configuration not stated)	0.0	-4.8%	3.1%	-7.5%	-6.2	-19.7%	18.1	11.5%	3.5	u	-0.7%
COc1ccc(Oc2cccc(Cl)c2CNC(=O)CCC(=O)O)cc1	3.2	2.6%	-1.2%	-4.4%	-2.3	0.6%	-0.5	x	1.7	-6.9%	-0.7%
NC(=O)Cn1cc(C(=O)COc2ccccc2)c2ccccc21	-0.1	x	-1.8%	8.7%	x	21.4%	x	4.2%	x	-5.1%	0.1%
O=S(=O)(NCC1CCCO1)c1ccccc1F (configuration not stated)	0.5	-1.9%	-0.3%	11.2%	9.2	-3.4%	-0.7	-2.3%	4.2	1.3%	-0.2%
